HT1080-NT tox = kills 2HG-producing HT-1080-NT fibrosarcoma cells. Potency, µM (highest dose often 46.1 µM), inactives show at the highest dose activity, negative = less viability, actives largely listed as cytotoxic. actives 1.6% (n = 360,000). AID 686970. HT-1080-NT fibrosarcoma viability, CellTiter-Glo ATP luminescence, 48 h;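 further: NT is the 2HG producing partner of a matched IDH1 knockdown line; potency means the concentration at half of the fitted maximal effect; 0% = DMSO-treated cells and -100% = media-only wells without cells; nearly all actives have a fitted effect of over 55% in size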
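Luminescent CellTiter-Glo readout after 48 hours of compound exposure at 37 degrees C defined viability of HT-1080-NT cells. Activity was normalized to DMSO wells and cell-free media wells; concentration-response curves were fitted and assigned curve classes.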
D3 ag = D3 dopamine receptor (human) agonism; AID 652048; P35462; actives 0.58% (n = 410,000); max activation, %; D3R DiscoveRx beta-arrestin cells, luminescence, 90 min; in the data active means max activation above about 30%; further: 0% is about no effect; mostly tested at two doses, the higher about 12 µM
Target sequence (P35462 whole entry, looked up): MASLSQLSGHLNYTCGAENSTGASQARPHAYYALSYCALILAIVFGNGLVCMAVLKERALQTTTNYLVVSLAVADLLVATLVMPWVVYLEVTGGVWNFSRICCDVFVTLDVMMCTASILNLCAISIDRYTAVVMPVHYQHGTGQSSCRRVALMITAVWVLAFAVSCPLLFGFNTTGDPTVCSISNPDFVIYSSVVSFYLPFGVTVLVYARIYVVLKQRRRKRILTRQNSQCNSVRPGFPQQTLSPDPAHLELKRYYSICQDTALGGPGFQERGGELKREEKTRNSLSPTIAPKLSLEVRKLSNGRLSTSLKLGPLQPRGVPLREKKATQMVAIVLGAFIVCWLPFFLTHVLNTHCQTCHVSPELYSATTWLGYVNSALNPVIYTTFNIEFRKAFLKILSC
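Agonist-mode cell screen: cells plated at 1500/well and incubated overnight at 37 °C, then exposed to library compounds for 90 min at 37 °C. Detection reagent was added for 30–60 min at room temperature, and luminescence was read.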
SW480 rerep = DNA re-replication induction in SW480 cells. SW480 DNA re-replication, Hoechst DNA content imaging, 48 h. Potency, µM (highest dose often 46.1 µM), for the others: top-dose re-replication activation, usual class: activators. actives 1.8% (n = 340,000); further: potency means the concentration at half of the fitted maximal effect; % of control where 0% means no effect; nearly all actives have a fitted effect of over 55% in size
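Image-based read-out: total Hoechst fluorescence of nuclei (405 nm excitation, 500-530 nm emission), with hits raising the fraction of high-intensity nuclei. SW480 colon cells incubated 48 hr with compounds at 37 C.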
IL1B secr inh = blocks inflammasome-driven IL-1 beta release. THP-1 LPS/ATP IL-1B secretion, AlphaLISA, 16 h; hits give low values. activity change, % at 57.5 µM. actives 4.7% (n = 360,000); in the data active means activity change below about -50%; inconclusive means mostly about -30% to -49%; further: on the % scale 0 is the no-effect control and ±100 the full control effect
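Secreted IL-1B measured by AlphaLISA bead assay after 16 h compound exposure of THP-1 cells; compounds (final up to 57.5 uM) added 1 h before LPS (250 ng/mL) and ATP (1.25 mM) stimulation; lower signal means less secretion.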
HT1080 IDH1KD tx = HT-1080 IDH1 knockdown cell toxicity (counter line) | HT-1080 IDH1 knockdown viability, ATP luminescence, 48 h | Potency, µM (doses to about 46.1 µM), without a hit: top-dose activity, negative = toxicity, hits mostly cytotoxic | actives 2% (n = 360,000);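 further: potency means the concentration at half of the fitted maximal effect; 0% = DMSO wells and -100% = cell-free medium wells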
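CellTiter-Glo luminescence after 48 h compound exposure at 37 degrees C of IDH1-knockdown HT-1080 cells in 5% FBS RPMI. %Activity scaled between DMSO wells and cell-free media wells, with curves fitted and assigned curve classes.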
HEK293 tox = cytotoxicity counter-screen for GLP-1 receptor inverse agonists. HEK293 cAMP-luciferase reporter cells, luminescence, 24 h. Potency, µM (top dose mostly 38.3 µM), inactives show at the highest dose activity change, negative = inhibition, usual class: inhibitors. actives 0.13% (n = 410,000). AID 624418;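 further: loss of luciferase light is scored as toxicity; potency means the concentration at half of the fitted maximal effect; on the % scale 0 is the no-effect control and ±100 the full control effect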
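Step one: seed cells (200 cells/uL, DMEM with 10% Nu serum, 1% pen-strep). Step two: 12-hour incubation at 37 deg C. Step three: pin 23 nL compound, incubate 24 hr. Step four: add luciferase reagent, read luminescence 12 min later.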
KB-3-1 tox = KB-3-1 parental cell cytotoxicity. Potency, µM (titrated, usually from 46.1 µM), without a hit: at the top dose activity change, negative = cytotoxic, actives largely listed as cytotoxic. KB-3-1 viability, CellTiter-Glo ATP luminescence, 72 h. actives 1.4% (n = 400,000); further: potency means the concentration at half of the fitted maximal effect; on the % scale 0 is the no-effect control and ±100 the full control effect; nearly all actives have a fitted effect of over 60% in size
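Luminescent ATP read-out (CellTiter-Glo) measures survival of drug-naive KB-3-1 cells after 72 h compound exposure at 37 °C. Titration series was screened from lowest to highest concentration, with DMSO vehicle plates as background controls.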
KB-V1 cytotox = kills drug-selected multidrug resistant KB-V1 cells | KB-V1 MDR cells viability, CellTiter-Glo, 72 h | Potency, µM (series often up to 46.1 µM), for the others: top-dose activity change, negative = cytotoxicity, hits mostly cytotoxic | actives 3.4% (n = 400,000) | AID 1347076; further: potency means the concentration at half of the fitted maximal effect; on the % scale 0 is the no-effect control and ±100 the full control effect; nearly all actives have a fitted effect of over 60% in size
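Cytotoxicity via CellTiter-Glo luminescence after 72 h compound exposure at 37 degrees C. Cells: drug-selected KB-V1 line, DMEM phenol-red free plus 10% FBS. Compounds tested at multiple concentrations; normalized data fitted to concentration-effect curves.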
MCF10A rereplic = inducers of DNA re-replication in MCF 10A breast cells; MCF 10A DNA re-replication, Hoechst nuclear intensity, 48 h; actives 2.9% (n = 350,000); AID 624296; Potency, µM (highest dose often 46.1 µM), inactives show at the top dose activity, positive = re-replication, actives largely listed as activators; further: potency means the concentration at half of the fitted maximal effect; % of control where 0% means no effect; nearly all actives have a fitted effect of over 50% in size
The depositor's hits bear a star; ? = inconclusive; . = not tested or not shown; & = joins results of further samples; [ ] = remark or other dose. Unless noted, the call rests on the fitted dose curve; in most records, active means well fitted curve in the direction sought with a large enough effect; inconclusive means small, poorly fitted or top-dose-only effect, or another doubt; inactive means no such curve, though single readings can be large; an effect the other way counts as inactive or inconclusive.

smiles	HT1080-NT tox	D3 ag	SW480 rerep	IL1B secr inh	HT1080 IDH1KD tx	HEK293 tox	KB-3-1 tox	KB-V1 cytotox	MCF10A rereplic
O=C1CSC2(C(=O)N(Cc3c(F)cccc3Cl)c3ccccc32)N1c1ccc(F)c(F)c1 (configuration not stated)	.	3.1	.	.	.	-10.3%	?	?	.
CC(C)c1ccc(C(=O)NC(=S)NCc2cccnc2)cc1	-14.0%	-2.3	-5.7%	-15.4	-9.3%	3.1%	?	2.91µM*	?
CCOC(=O)c1sc(NC(=O)c2ccc(C)s2)cc1C	-25.0%	-4.3	-2.3%[9.22 µM]	?	-20.5%	-11.8%	-5.5%	-9.5%	?
CN(CCCNC(=O)c1nn(C)c2c1CS(=O)(=O)c1ccccc1-2)Cc1ccccc1	-8.0%	-10.8	19.8%	-14.4	-5.3%	-14.7%	15.3%	1.4%	11.5%
Cc1cccc(NC(=O)c2nc[nH]c2C(=O)NCCCCNC(=O)c2[nH]cnc2C(=O)Nc2cccc(C)c2)c1	2.4%	4.7	?	26.7	8.3%	-24.2%	?	?	?
O=[N+]([O-])c1ccc(/C=N/Nc2nc3ccccc3o2)cc1	24.7%	-5.2	2.6%	-23.6	?	-4.9%	3.6%	-2.7%	6.1%
CC1(c2ccccc2)NC(=O)N(CC(=O)NCc2cccc(Cl)c2)C1=O (configuration not stated)	-6.8%	-6.0	?	-9.0	-4.1%	3.7%	-12.5%	-12.5%	13.7%
COc1ccc(S(=O)(=O)N2CCc3ccccc3C2)cc1C(=O)O	21.4%	5.0	-59.8%[inhibitor]	20.2	17.4%	-8.7%	6.3%	1.2%	-15.2%
CC1CCCCN1c1nc2nonc2nc1N1CCCCC1C (configuration not stated)	6.7%	1.0	0.3%	-11.8	0.5%	-5.1%	4.6%	-4.5%	8.4%
CCN(CC)C(=O)Cn1cc(SCC(=O)Nc2ccccc2C)c2ccccc21	.	0.2	.	.	.	0.9%	1.2%	-1.4%	.
CCOC(=O)/C=C/c1ccc2c(c1)S(=O)(=O)N(Cc1ccc(OC)cc1)[C@H]2CC(=O)OCC	2.2%	-10.9	-12.3%	-14.7	-4.2%	19.9%	1.6%&3.3%	-9.3%&-12.3%	?
COC(=O)[C@]1(Cc2ccccc2)N[C@H](CN(C)S(=O)(=O)c2ccc(C)cc2)[C@@H]2C(=O)N(Cc3ccccc3)C(=O)[C@@H]21	0.5%	0.0	1.2%	-26.5	-1.3%	-5.1%	-8.4%	-3.3%	?
Cn1cc(SCC(=O)NCC2CCCO2)c2ccccc21 (configuration not stated)	-17.5%	0.6	-17.7%	3.7	-0.7%	8.6%	-0.3%	-6.3%	14.5%
O=C(COC(=O)c1ccccc1)Nc1ccccc1N1CCOCC1	0.5%	-0.6	1.6%	31.7	-4.1%	-8.4%	-2.4%	0.0%	-2.5%
COc1ccc(C)cc1N(C)C(=O)c1sc2nc3n(c(=O)c2c1C)CCCCC3	.	-0.1	.	.	.	0.1%	-0.1%	2.3%	.
Cc1cc(Cl)ccc1C(=O)C1CCCN(C(=O)c2cccnc2C)C1 (configuration not stated)	-0.4%	-1.7	0.2%	41.0	-1.0%	-11.3%	3.0%	0.4%	14.9%
Cc1ccc(S(=O)(=O)Nc2cccnc2Oc2ccc(Cl)cc2)cc1	1.0%	5.1	-9.2%	0.0	-8.0%	0.8%	-0.5%	1.1%	1.0%
CNC(=O)CN(c1ccc(C(C)C)cc1)S(C)(=O)=O	5.1%	-4.0	0.6%	29.5	0.3%	3.8%	-3.8%	-16.9%	-0.6%
O=C(NCc1ccccc1)c1c2c(nc3ccccc13)C(=O)N(C1CCCCC1)C2	.	5.4	.	.	.	-1.4%	3.4%	17.8%	.
Cc1ccc2nc(-c3ccc4c(c3)OCCO4)cc(C(=O)O)c2c1	-12.0%	-8.4	5.3%	13.8	?	5.2%	?	0.9%	16.8%
Cc1ccc(C)c(N2CCN(C3CCCC(C)C3)CC2)c1 (configuration not stated)	-1.7%	-7.4	1.2%	-14.1	-11.6%	-13.2%	-13.5%	0.4%	?
CCOC(=O)/C(C#N)=C/C1=C(N2CCOCC2)C(C)(C)OCC1	19.6%	-2.2	-12.6%	-3.2	8.0%	-6.4%	-1.2%	1.6%	1.4%
O=C(COC(=O)Cc1ccc(Cl)cc1)NCc1ccc(F)cc1	16.0%	8.4	-0.1%	1.4	11.9%	-0.7%	-3.9%	?	5.3%
COCCNC(=O)Cn1ccc2cc(S(=O)(=O)N3CCCCC3)ccc21	6.2%	-11.7	-13.8%	17.9	10.6%	-8.1%	-5.8%	-0.3%	?
O=[N+]([O-])c1cc(S(=O)(=O)C(F)(F)F)ccc1Sc1nc2ccccc2[nH]1	?	-16.0	?	-102.9*	18.4µM*	?	?	-24.2%	3.66µM*
OCCN(CCO)c1ncnc2c1sc1nc(N3CCOCC3)c3c(c12)CCCC3	-18.1%	8.8	-2.5%	0.9	-14.4%	-11.6%	-13.2%	0.0%	10.2%
Cc1ccc(Cl)c(OCC(=O)Nc2ccccc2C(=O)NC2CC2)c1	-5.3%	-10.8	-5.3%	-11.1	-3.9%	2.7%	-1.4%	-3.2%	28.3%
CCCSC(=S)NC1CCS(=O)(=O)C1 (configuration not stated)	?	-6.4	16.4µM*	-104.6*	?	-16.5%	-10.4%	-3.4%	5.9%
CCOc1ccc(OCCSc2nc3ccccc3c(=O)[nH]2)cc1	-1.5%	8.6	-1.7%	25.9	?	-1.1%	10.9%	16.8%	-5.9%
CCc1cccc(N(C(=O)c2csnn2)C(C(=O)NC(C)(C)C)c2ccncc2)c1 (configuration not stated)	11.8%	6.3	4.3%	-5.0	19.1%	-16.1%	0.0%	57.5%	0.1%
CCOc1cc(/C=N/O)ccc1OCc1ccc(C)cc1	?	-3.3	?	-2.6	?	?	?	?	26.1%
CN1CCN(c2cc3c(cc2F)c(=O)c(C(=O)O)cn3CCF)CC1	-6.0%	-12.4	1.6%	-12.4	17.3%	6.9%	0.0%	4.3%	-6.1%
COc1ccc(C(=S)Nc2ccc(N(C)C)cc2)cc1	3.9%	-2.2	-6.0%	-1.2	2.9%	-10.4%	0.1%	4.2%	3.5%
COc1ccc(C(C(=O)NC2CCCCC2)n2c(=O)c(-c3ccco3)nc3ccccc32)cc1 (configuration not stated)	-18.5%	4.6	.	-6.6	-25.7%	-2.1%	4.5%	?	.
C=CCn1c(SCC(=O)NCc2ccc3c(c2)OCO3)nnc1C1CCCCC1	3.1%	1.0	-3.0%	-2.8	9.1%	0.9%	11.2%	?	-5.7%
Cc1cc(C)c(NC(=O)c2cn3c4c(c(N5CCN(C)CC5)c(F)cc4c2=O)OCC3C)c(C)c1 (configuration not stated)	2.4%	-8.2	-0.6%	-7.2	4.7%	18.2%	?	-9.9%	-5.0%

Brought forward from above: three compounds; new compounds follow.
smiles	HT1080-NT tox	D3 ag	SW480 rerep	IL1B secr inh	HT1080 IDH1KD tx	HEK293 tox	KB-3-1 tox	KB-V1 cytotox	MCF10A rereplic
COc1ccc(C(C(=O)NC2CCCCC2)n2c(=O)c(-c3ccco3)nc3ccccc32)cc1 (configuration not stated)	-18.5%	4.6	.	-6.6	-25.7%	-2.1%	4.5%	?	.
C=CCn1c(SCC(=O)NCc2ccc3c(c2)OCO3)nnc1C1CCCCC1	3.1%	1.0	-3.0%	-2.8	9.1%	0.9%	11.2%	?	-5.7%
Cc1cc(C)c(NC(=O)c2cn3c4c(c(N5CCN(C)CC5)c(F)cc4c2=O)OCC3C)c(C)c1 (configuration not stated)	2.4%	-8.2	-0.6%	-7.2	4.7%	18.2%	?	-9.9%	-5.0%
COC(=O)Cc1ccc(NC(=S)N2CCN(c3ccc(OC)cc3)CC2)cc1	5.7%	4.1	-5.0%	0.6	15.9%	-20.0%	0.1%	-46.0%	-3.3%
O=C(Nc1ccccc1C(=O)N1CCCCCC1)c1ccccc1Cl	3.3%	2.5	-25.1%	0.0	3.8%	17.2%	-7.5%	-6.3%	6.2%
CC1(Cc2ccccc2Cl)C(=O)Nc2c(Cl)ccc(Cl)c21 (configuration not stated)	?	4.7	.	36.9	?	2.0%	0.0%	0.2%	.
CC(=O)c1ccc(NC(=O)CSc2ccc(-c3ccc4c(c3)OCO4)nn2)cc1	1.6%	-8.9	-3.5%	-9.2	-7.8%	-3.2%[1.53 µM]	?	-30.7%	-1.8%
COc1ccc(NC(=O)c2c(NC(=O)COc3ccccc3)sc3c2CCC(C(C)(C)C)C3)cc1 (configuration not stated)	.	-5.1	.	.	.	0.4%	3.0%	12.0%	.
CN(C)c1oc(-c2ccco2)nc1C#N	17.5%	1.3	-5.5%	-15.6	7.9%	-2.1%	3.6%	22.5%	-11.6%
O=C(Nc1ccc(F)cc1)Nc1ccccc1F	-14.2%	-6.8	-12.0%	-9.2	-21.5%	-9.6%	?	-20.0%	0.5%
CC12COC3(C(=O)N4CCN(c5ccccn5)CC4)CC1CCC32C (configuration not stated)	16.6%	-3.8	-18.0%	12.9	17.7%	-7.1%	0.0%	?	-5.6%
COc1ccc(/C(C)=N/NC(=O)CNC(=O)/C=C\c2ccco2)cc1	0.0%	-2.2	6.1%	84.4	-1.5%	-0.3%	?	?	9.2%
CCOC(=O)c1cn2nc(-c3ccc(OCC)cc3)cc2nc1C1CCN(C(=O)OC(C)(C)C)CC1	4.1%	0.3	-0.4%	-1.1	8.6%	-1.5%	-1.9%	?	?

Assay outcomes as filed in PubChem BioAssay.

This is a random part of the collection; 11% or so of the library scored in one or more.
